KB-V1 cytotox – kills drug-selected multidrug resistant KB-V1 cells; AID 1347076; Potency, µM (titrated, usually from 46.1 µM), inactives show at the highest dose activity change, negative = cytotoxicity, usual class: cytotoxic; KB-V1 MDR cells viability, CellTiter-Glo, 72 h; hit rate 3.4% among 400,000; further: potency means the concentration at half of the fitted maximal effect; on the % scale 0 is the no-effect control and ±100 the full control effect; nearly all actives have a fitted effect of over 60% in size
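Following 72 h at 37 degrees C with compound, KB-V1 cell viability was read by CellTiter-Glo luminescence, medium being phenol-red-free DMEM plus 10% FBS; concentration-response parameters came from normalized, curve-fitted qHTS data.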
HT1080NT lethal – kills 2HG-producing HT-1080-NT fibrosarcoma cells | Potency, µM (top dose mostly 46.1 µM), for inactives: at the top dose activity, negative = less viability, actives largely listed as cytotoxic | hit rate 1.6% among 360,000 | HT-1080-NT fibrosarcoma viability, CellTiter-Glo ATP luminescence, 48 h;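 further: NT is the 2HG producing partner of a matched IDH1 knockdown line; potency means the concentration at half of the fitted maximal effect; 0% = DMSO-treated cells and -100% = media-only wells without cells; nearly all actives have a fitted effect of over 55% in size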
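HT-1080-NT fibrosarcoma cells (2HG-overproducing), 750 cells/well in RPMI with 5% FBS, dosed after 2 h and incubated 48 h at 37C. CellTiter-Glo luminescence normalized to DMSO and no-cell wells; concentration-response curves fitted and classed.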
KB-3-1 cytotox – kills parental KB-3-1 adenocarcinoma cells. KB-3-1 viability, CellTiter-Glo ATP luminescence, 72 h. Potency, µM (series often up to 46.1 µM), without a hit: top-dose activity change, negative = cytotoxic, usual class: cytotoxic. hit rate 1.4% among 400,000. AID 1347075; further: potency means the concentration at half of the fitted maximal effect; on the % scale 0 is the no-effect control and ±100 the full control effect; nearly all actives have a fitted effect of over 60% in size
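Parental KB-3-1 viability, qHTS format: 72 h compound exposure, 37 °C; CellTiter-Glo; media-only wells and DMSO plates as controls; concentration-effect fits on corrected data.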
IL-1B inflam inh – inflammasome signaling inhibition, IL-1 beta readout | THP-1 LPS/ATP IL-1B secretion, AlphaLISA, 16 h; stronger effect = lower value | activity change, % at 57.5 µM | hit rate 4.7% among 360,000; in the data active means activity change below about -50%; inconclusive means mostly about -30% to -49%; further: on the % scale 0 is the no-effect control and ±100 the full control effect
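THP-1 cells pretreated 1 hr with compounds (up to 57.5 uM final), then stimulated with LPS (250 ng/mL final) plus ATP (1.25 mM final); secreted IL-1B measured by AlphaLISA after 16 hr, decreased signal indicating inhibition.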
SW480 rerep – induces DNA re-replication in SW480 colon adenocarcinoma cells | Potency, µM (doses to about 46.1 µM), for inactives: top-dose re-replication activation, usual class: activators | hit rate 1.8% among 340,000 | SW480 DNA re-replication, Hoechst DNA content imaging, 48 h; further: potency means the concentration at half of the fitted maximal effect; % of control where 0% means no effect; nearly all actives have a fitted effect of over 55% in size
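DNA re-replication was detected as more nuclei of elevated Hoechst intensity after 48 hr exposure to compound (23 nL pinned per well of 250 cells).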
MCF10A rereplic – inducers of DNA re-replication in MCF 10A breast cells | MCF 10A DNA re-replication, Hoechst nuclear intensity, 48 h | Potency, µM (highest dose often 46.1 µM), inactives show at the highest dose activity, positive = re-replication, hits mostly activators | hit rate 2.9% among 350,000; further: potency means the concentration at half of the fitted maximal effect; % of control where 0% means no effect; nearly all actives have a fitted effect of over 50% in size
ATXN2 expr inh – reduces ATXN2 reporter expression in HEK-293 cells; HEK-293 ATXN2-luciferase reporter, luminescence, 24 h; Potency, µM (top dose mostly 57 µM), without a hit: top-dose activity change, negative = inhibition, actives largely listed as inhibitors; hit rate 0.72% among 360,000; further: potency means the concentration at half of the fitted maximal effect; on the % scale 0 is the no-effect control and ±100 the full control effect; nearly all actives have a fitted effect of over 55% in size
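ATXN2-luciferase reporter cells (luciferase flanked by upstream and downstream ATXN2 gene portions) were treated 24 h at 37 °C with compounds at up to 57 uM. SteadyGlo luminescence gave expression; GF-AFC fluorescence gave viability.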
WRN helicase inh – WRN helicase (human) inhibition. Potency, µM (doses to about 114 µM), for inactives: at the top dose activity change, negative = inhibition, hits mostly inhibitors. Q14191. WRN helicase unwinding, fluorescent forked duplex, kinetic. AID 651768. hit rate 0.46% among 360,000; further: potency means the concentration at half of the fitted maximal effect; on the % scale 0 is the no-effect control and ±100 the full control effect; nearly all actives have a fitted effect of over 55% in size
Target sequence (Q14191 whole entry, looked up): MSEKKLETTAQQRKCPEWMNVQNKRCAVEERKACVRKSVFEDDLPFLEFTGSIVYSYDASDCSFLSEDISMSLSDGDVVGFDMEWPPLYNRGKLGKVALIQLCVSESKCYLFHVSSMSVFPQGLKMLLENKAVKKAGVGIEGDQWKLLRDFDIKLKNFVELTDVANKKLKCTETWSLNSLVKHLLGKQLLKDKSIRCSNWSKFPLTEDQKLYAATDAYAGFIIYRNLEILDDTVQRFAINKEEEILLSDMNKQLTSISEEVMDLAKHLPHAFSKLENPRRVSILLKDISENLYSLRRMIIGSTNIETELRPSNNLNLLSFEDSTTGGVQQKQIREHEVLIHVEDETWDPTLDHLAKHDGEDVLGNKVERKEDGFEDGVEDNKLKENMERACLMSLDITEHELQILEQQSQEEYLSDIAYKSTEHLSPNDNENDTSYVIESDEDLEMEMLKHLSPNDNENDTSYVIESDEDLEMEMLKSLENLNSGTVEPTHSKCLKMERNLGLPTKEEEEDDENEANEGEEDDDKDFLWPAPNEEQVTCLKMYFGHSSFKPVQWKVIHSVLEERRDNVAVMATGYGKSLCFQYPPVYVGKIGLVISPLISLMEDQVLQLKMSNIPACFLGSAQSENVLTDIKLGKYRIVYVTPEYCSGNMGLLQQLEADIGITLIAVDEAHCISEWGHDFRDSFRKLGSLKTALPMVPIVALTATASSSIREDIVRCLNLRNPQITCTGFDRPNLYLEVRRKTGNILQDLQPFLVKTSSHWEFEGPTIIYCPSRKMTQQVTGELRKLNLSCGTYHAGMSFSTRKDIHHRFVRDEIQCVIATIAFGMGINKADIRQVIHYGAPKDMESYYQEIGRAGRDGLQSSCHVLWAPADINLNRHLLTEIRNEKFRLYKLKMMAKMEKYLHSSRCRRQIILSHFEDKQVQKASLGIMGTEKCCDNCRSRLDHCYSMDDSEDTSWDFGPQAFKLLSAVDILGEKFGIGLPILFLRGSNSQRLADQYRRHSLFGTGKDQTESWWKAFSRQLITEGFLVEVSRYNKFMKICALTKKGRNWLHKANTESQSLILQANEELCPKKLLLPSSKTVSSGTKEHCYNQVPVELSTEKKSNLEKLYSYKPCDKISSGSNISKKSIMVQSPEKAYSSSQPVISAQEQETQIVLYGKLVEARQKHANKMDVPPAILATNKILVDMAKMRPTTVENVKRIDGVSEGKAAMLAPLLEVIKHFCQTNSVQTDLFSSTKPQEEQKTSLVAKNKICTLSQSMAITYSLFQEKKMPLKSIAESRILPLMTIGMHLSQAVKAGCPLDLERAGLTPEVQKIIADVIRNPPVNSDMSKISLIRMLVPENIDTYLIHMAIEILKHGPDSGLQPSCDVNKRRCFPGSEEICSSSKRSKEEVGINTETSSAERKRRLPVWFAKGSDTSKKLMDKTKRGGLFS
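Kinetic red-fluorescence monitoring (525/598 nm) tracks WRN helicase activity after 100 nM fluorophore-quencher forked duplex and 2 mM ATP are added to 20 nM enzyme pretreated 15 min at room temperature with compound.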
HT1080 IDH1KD tx – HT-1080 IDH1 knockdown cell toxicity (counter line); hit rate 2% among 360,000; Potency, µM (series often up to 46.1 µM), without a hit: top-dose activity, negative = toxicity, usual class: cytotoxic; HT-1080 IDH1 knockdown viability, ATP luminescence, 48 h;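 further: potency means the concentration at half of the fitted maximal effect; 0% = DMSO wells and -100% = cell-free medium wells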
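After a 2 h attachment period, IDH1KD HT-1080 cells took pin-transferred compound for 48 h at 37 °C; ATP-based luminescence after 10 min room-temperature reagent incubation reported viability.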
Numbers without * were called inactive; i = inactive; ? = inconclusive; / = not tested or not shown; [ ] = dose if it differs, or a comment. Unless noted, the call rests on the fitted dose curve; in most records, active means well fitted curve in the direction sought with a large enough effect; inconclusive means small, poorly fitted or top-dose-only effect, or another doubt; inactive means no such curve, though single readings can be large; an effect the other way counts as inactive or inconclusive.

SMILES	KB-V1 cytotox	HT1080NT lethal	KB-3-1 cytotox	IL-1B inflam inh	SW480 rerep	MCF10A rereplic	ATXN2 expr inh	WRN helicase inh	HT1080 IDH1KD tx
Cc1onc(-c2ccccc2Cl)c1C(=O)N1CCN(c2ncccn2)CC1	?	10%	-2%	-9	2%	1%	-10%	3%	-8%
COc1ccc(C(=O)OCC(=O)Nc2c(C)cccc2C)c(OC)c1OC	?	-6%	6%	8	-6%	4%	-14%	9%	-3%
Cc1ccc(-c2noc(CN(C(=O)CCCCCN3C(=O)c4ccccc4C3=O)C(C)C)n2)cc1	-6%	-12%	-3%	-15	-3%	-3%	-14%	-5%	-20%
COc1cc2c(cc1OC)CN(CC(=O)Nc1ccc(C#N)cc1)CC2	-10%	-14%	-12%	-17	-6%	8%	-5%	-5%	-4%
Cc1ccccc1C1NC(=S)NC2=C1C(=O)CCC2 (stereo not drawn)	-33%	-6%	-16%	31	?	?	13%	-5%	-9%
O=C(NCC1CCCO1)c1ccc(NC(=O)c2cc(F)c(F)cc2Cl)cc1 (stereo not drawn)	?	-1%	0%	7	-6%	-1%	3%	0%	2%
O=C(CCSc1ccc(Br)cc1)Nc1cccnc1	0%	-19%	-16%	37	4%	3%	-22%	-3%	-3%
Cc1ccc(F)cc1NC(=O)CCc1c(C)nn(-c2ccc(N3CCCCC3)nn2)c1C	-18%	28%	11%	-13	-13%	11%	23%	3%	12%
CCC(C)n1c(SCC(=O)Nc2cc(C)on2)nc2ccccc2c1=O (stereo not drawn)	-12%	?	0%	35	?	?	-19%	0%	?
Cc1c(C(=O)N/N=C/c2ccoc2)cccc1[N+](=O)[O-]	21%	-2%	-5%	54	-7%	-25%	8%	1%	1%
COc1ccc(CN(CC2CCCO2)C(=O)c2cc3sccc3n2C)c(OC)c1 (stereo not drawn)	?	-26%	14%	-104*	?	-16%	/	-11%	-25%
Cc1cc(C)nc(N/N=C/c2ccccc2OCc2cccc(Br)c2)n1	?	?	?	-62*	?	?	-8%	-6%	?
Cc1ccc(Cn2cc(SCC(=O)Nc3nccs3)c3ccccc32)cc1	2%	-7%	-11%	18	13%	-1%	-3%	-7%	-27%
Cc1ccc(S(=O)(=O)N2CCN(C(=O)c3ccc4nc[nH]c4c3)CC2)cc1	15%	-2%	-1%	-20	-42%[inhibitor]	-36%	4%	-7%	-9%
CC(C)(C)c1ccc(C(=O)NCC(=O)OCC(=O)N2CCCC2)cc1	?	0%	-1%	-6	2%	5%	5%	0%	-1%
CCC(c1nnnn1Cc1ccco1)N(CCc1ccccc1)Cc1cc2cccc(C)c2[nH]c1=O (stereo not drawn)	?	-11%	?	-4	13%	13%	-18%	-17%	-16%
O=C1[C@@H]2C(Cc3ccc(O)cc3)NC3(C(=O)Nc4ccc(F)cc43)[C@@H]2C(=O)N1c1ccccc1 (stereo partly drawn)	14%	-13%	-4%	-24	-6%	1%	6%	-15%	-6%
COC(=O)c1ccsc1NC(=O)C1COc2ccccc2O1 (stereo not drawn)	0%	-2%	-8%	-14	-1%	0%	23%	-10%	7%
CCOc1ccc(C(=O)OCC(=O)N(Cc2ccccc2)Cc2ccccc2)cc1OC	23µM*	-12%	19%	-4	-3%	-1%	-3%	-5%	-9%
Oc1cc2c(c(Cl)c1O)CCNCC2c1ccccc1 (stereo not drawn)	?	?	?	39	?	?	-18%	-7%[11.6 µM]	?
COC(=O)Cn1c2ccc(OC)cc2c2nc3ccccc3nc21	-1%	1%	-7%	20	-2%	1%	0%	-1%	1%
O=C(c1cc(S(=O)(=O)N2CCOCC2)ccc1F)N1CCN(Cc2ccccc2)CC1	?	0%	-29%	4	-3%	-1%	2%	2%	14%
COC1=C(Nc2ccccc2)C(=O)c2ccccc2C1=O	?	?	21µM*	?	?	23%	-19%	-4%	13µM*
COc1ccccc1CNC(=O)C1CCC(CNS(=O)(=O)c2ccc(F)cc2)CC1 (stereo not drawn)	-12%	-25%	-4%	61	9%	9%	-25%	16%	-6%
COc1cc(OC)cc(-c2oc(=O)c3cc(OC)c(OC)cc3c2C#CCCCO)c1	-3%	-1%	-4%	13	-9%[9.22 µM]	8%	-2%	-6%	0%
O=C(Nc1ccc(Br)cc1)Nn1cnnc1	-18%	18%	-56%	-2	-11%	-2%	5%	10%	19%
Cc1cc(OCc2n[nH]c(=S)n2-c2ccccc2)ccc1Cl	-1%	-2%	13%	-6	-3%	9%	5%	-14%	-5%
COc1cc(OC)cc(C(=O)NC(=S)NCc2ccco2)c1	0%	18µM*	-8%	-6	?	-1%	-9%	-13%	?
O=C(OCC(O)CN1CCCCC1)C12CC3CC(CC(C3)C1)C2 (stereo not drawn)	1%	2%	1%	-7	-2%	-5%	0%	5%	5%
CCn1c(-c2csc3c2CCC(C)C3)n[nH]c1=S (stereo not drawn)	?	8%	-10%	-23	-6%	6%	-18%	-21%	6%

Four entries from above, ordered by length of the SMILES, low to high:
SMILES	KB-V1 cytotox	HT1080NT lethal	KB-3-1 cytotox	IL-1B inflam inh	SW480 rerep	MCF10A rereplic	ATXN2 expr inh	WRN helicase inh	HT1080 IDH1KD tx
COc1cc(OC)cc(C(=O)NC(=S)NCc2ccco2)c1	0%	18µM*	-8%	-6	?	-1%	-9%	-13%	?
O=C(OCC(O)CN1CCCCC1)C12CC3CC(CC(C3)C1)C2 (stereo not drawn)	1%	2%	1%	-7	-2%	-5%	0%	5%	5%
COc1ccccc1CNC(=O)C1CCC(CNS(=O)(=O)c2ccc(F)cc2)CC1 (stereo not drawn)	-12%	-25%	-4%	61	9%	9%	-25%	16%	-6%
O=C(c1cc(S(=O)(=O)N2CCOCC2)ccc1F)N1CCN(Cc2ccccc2)CC1	?	0%	-29%	4	-3%	-1%	2%	2%	14%

New compounds follow.
SMILES	KB-V1 cytotox	HT1080NT lethal	KB-3-1 cytotox	IL-1B inflam inh	SW480 rerep	MCF10A rereplic	ATXN2 expr inh	WRN helicase inh	HT1080 IDH1KD tx
CSc1cccc(NC(=S)N(Cc2ccccc2)Cc2ccccn2)c1	?	-16%	-2%	-6	-8%	8%	-10%	-3%	-13%
CCN(C[C@H]1N[C@@](CC)(C(=O)OC)[C@H]2C(=O)N(Cc3ccccc3)C(=O)[C@@H]12)S(=O)(=O)c1ccccc1	-24%	11%	-6%	-3	-4%	1%	-2%	3%	4%
O=C(CSc1nnc(NC(=O)C2CC(=O)N(c3ccc(F)cc3)C2)s1)NC1CCCC1 (stereo not drawn)	0%	9%	5%	i	-13%	-2%	5%	-17%	24%
CCOc1ccc(NC(=O)NCc2cccn2C)cc1	-1%	2%	2%	-2	4%	8%	3%	7%	-3%
CCOC(=O)CCc1c(C(=O)OCC)[nH]c(CC)c1C(=O)OCc1ccccc1	?	?	-2%	23	9%	?	-21%	-7%	?
CC1CN(C(=O)CSc2nc(N)cc(N)n2)CC(C)O1 (stereo not drawn)	-7%	4%	1%	14	0%	6%	/	-3%	6%
O=C(CN(C(=O)c1csnn1)c1ccc(Cl)cc1)NC1CCCC1	9%	18%	-5%	-13	-9%	-9%	3%	7%	7%
Cc1ccc(S(=O)(=O)/C=C2\NC(=O)CS2)cc1	0%	2%	5%	14	-2%	0%	3%	-11%	0%
CCOC(=O)COc1ccc(S(=O)(=O)Nc2ccc3c(c2)OCCO3)cc1	-1%	?	1%	-18	-3%	16%	27%	-1%	-22%
CSc1ccc(CNC(=O)C2CCC(=O)N(CCc3cccc(F)c3)C2)cc1 (stereo not drawn)	0%	-2%	-3%	1	-30%	-2%	11%	2%	-2%
CCc1ccc(S(=O)(=O)NCC(O)COc2ccc(OC)cc2)cc1 (stereo not drawn)	3%	-12%	0%	15	-5%	2%	-5%	-7%	-5%
COc1ccc(NC(=O)c2ccc(NC(=O)CN3CCN(c4ccccc4OC)CC3)cc2)cc1	?	?	-12%	68	/	/	/	1%	?
O=C1CN(C(=O)c2ccccc2Br)C(c2ccc(F)cc2)c2cc(F)ccc2N1 (stereo not drawn)	-5%	-10%	-30%	-11	-17%	0%	/	3%	-3%
COc1ccc(OC)c(C(C)NC=O)c1 (stereo not drawn)	13%	17%	6%	0	-1%	-3%	-4%	-5%	2%
COc1ccccc1C(=O)Nc1nnc([C@H]2C[C@H](O)[C@@H](CO)O2)s1	-1%	13%	-1%	33	/	/	17%	-5%	?
CN1CCN(c2ncnc3c2ncn3[C@H]2CN(Cc3ccc(Cl)cc3)C[C@@H](CO)O2)CC1	3%	?	0%	-4	/	/	-3%	-5%	-17%
O=C(NCc1cccc(F)c1)C1CCC(=O)N(CC2CCCCC2)C1 (stereo not drawn)	/	0%	/	-5	0%	-1%	3%	-17%	6%
COc1ccc(CC(=O)Nc2ccc(/C(C)=N/NC(=O)c3cccc([N+](=O)[O-])c3)cc2)cc1	22%	?	-2%	16	-5%	0%	-24%	10%	?
CC(=O)Nc1ccc(OCC(O)Cn2c3ccccc3c3ccccc32)cc1 (stereo not drawn)	-2%	-13%	-13%	-21	10%	18%	-27%	-6%	?
CCCn1c(O)c(N=NC(=O)c2cccnc2)c2cc(Br)ccc21	?	18µM*	10%	51	?	?	-20%	8%	-22%
CCOc1cc(-c2noc(CCCC(N)=O)n2)cc(Br)c1OC	-18%	0%	2%	47	-9%	9%	6%	0%	0%
CCOC(=O)[C@@H]1[C@H]2COc3ccccc3[C@@H]2N2C(=O)N(c3cccc(F)c3)C(=O)[C@]12C	-6%	0%	-2%	1	0%	3%	3%	3%	6%
CC1(NC(=O)N2CCCCC2)CCS(=O)(=O)C1 (stereo not drawn)	17%	4%	2%	6	-3%	0%	-1%	-2%	2%
CN(C)C(CNC(=O)c1cccc(C#N)c1)c1ccco1 (stereo not drawn)	29%	0%	3%	39	-3%[1.84 µM]	-19%	7%[2.22 µM]	-1%[57.1 µM]	1%

Screens from PubChem BioAssay.
